Compound activity as filed in PubChem.
SENP8 inh: human SENP8 protease inhibitors, primary screen, biochemical, fluorescence, Nedd8 protein substrate, uHTS; recombinant SENP8; AID 602440, 2012; inhibition, % at 20 µM; Sentrin-specific protease 8 (Homo sapiens), Q96LD8; 360,000 tested, 0.64% active; in the data active = inhibition mostly above about 40%, no sharp cut-off; inactive = mostly below about 27%
Target sequence (Q96LD8 whole entry, looked up): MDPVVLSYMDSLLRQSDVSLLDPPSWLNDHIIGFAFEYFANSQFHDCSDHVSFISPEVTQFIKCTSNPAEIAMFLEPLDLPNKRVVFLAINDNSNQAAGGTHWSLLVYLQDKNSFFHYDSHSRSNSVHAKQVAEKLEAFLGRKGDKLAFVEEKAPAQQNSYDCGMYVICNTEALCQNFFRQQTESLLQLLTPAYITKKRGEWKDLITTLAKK
SENP1 FRET inh: human SENP1 catalytic domain inhibitors, primary screen, biochemical, FRET, uHTS. inhibition, % at 10 µM. recombinant SENP1 catalytic domain, CyPet-SUMO1-YPet FRET cleavage. 360,000 tested, 0.21% active;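 active = inhibition at least 30% at 10 µM, raw YFP signal under a set limit, fluorescence ratio 0.5 to 1.5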;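 also: 0% = enzyme with DMSO and 100% = no enzyme wells; some results filed as inactive read as strong as hits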
Target sequence (Q9P0U3 419-644 limits assumed): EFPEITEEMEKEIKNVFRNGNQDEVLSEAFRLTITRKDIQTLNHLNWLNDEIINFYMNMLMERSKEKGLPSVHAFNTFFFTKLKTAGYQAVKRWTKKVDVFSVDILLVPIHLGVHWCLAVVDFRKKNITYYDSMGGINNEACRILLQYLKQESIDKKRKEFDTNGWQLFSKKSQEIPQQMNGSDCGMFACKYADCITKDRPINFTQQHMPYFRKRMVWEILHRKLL
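material = recombinant human SENP1 catalytic domain, His6-tagged | quantity = 20 pM enzyme | reagent = 25 nM SUMO1 FRET substrate | compound dosing = 10 µM single point, 0.5% DMSO | timing = 50 min enzyme reaction, room temperature, light-protected | detection = FRET, CFP and YFP emission | control set = no-enzyme low, enzyme-DMSO high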
SENP6 inh: SENP6 protease inhibitors, primary screen, biochemical, luminescence, uHTS. Sentrin-specific protease 6 (Homo sapiens), Q9GZR1. Recombinant SENP6 catalytic domain, aminoluciferin luminescence. inhibition, % at 10 µM. 330,000 tested, 1.8% active. AID 2599, 2010;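 active = inhibition above about 50% at the single tested dose, limit read from the data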;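 also: plate controls were DMSO wells with enzyme for no effect and DMSO wells lacking enzyme for full effect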
GRIN3A LBD mod: binders of NR3A ligand-binding domain, primary screen, biophysical, differential scanning fluorimetry, uHTS | Glutamate receptor ionotropic, NMDA 3A (GRIN3A) ligand-binding domain | NR3A LBD differential scanning fluorimetry, Tm shift; 0% = protein alone, 100% = glycine-bound protein | Tm shift relative to glycine control, % at 25 µM | 340,000 tested, 2.5% active;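 active = melting temperature shift of at least 10% of the positive control shift, at one fixed dose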
PfG6PD inh: PfG6PD enzyme inhibitors, primary screen, biochemical, fluorescence intensity, uHTS. glucose-6-phosphate dehydrogenase-6-phosphogluconolactonase (Plasmodium falciparum 3D7). PfGluPho enzyme, NADPH resazurin-diaphorase fluorescence. inhibition, % at 20 µM. 350,000 tested, 0.78% active;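 active = inhibition reaching at least a set limit at 20 µM in the primary screen, cut at about 59% in these data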;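 also: 0% = DMSO wells with substrate and 100% = DMSO wells lacking glucose-6-phosphate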
hIAP act: human IAP activators, primary screen, biochemical, luminescence, uHTS; purified human IAP, CDP-Star luminescence, 30 min; active compounds read high; 1 = vehicle-only enzyme, 0 = enzyme-free background; activation factor at 10 µM; 330,000 tested, 0.16% active;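 active = activation factor of the enzyme at least 2-fold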; also: the source names both 10 and 20 µM as test concentration; values of inactives mirror those of a sister screen read the other way
Target sequence (P09923 whole entry, looked up): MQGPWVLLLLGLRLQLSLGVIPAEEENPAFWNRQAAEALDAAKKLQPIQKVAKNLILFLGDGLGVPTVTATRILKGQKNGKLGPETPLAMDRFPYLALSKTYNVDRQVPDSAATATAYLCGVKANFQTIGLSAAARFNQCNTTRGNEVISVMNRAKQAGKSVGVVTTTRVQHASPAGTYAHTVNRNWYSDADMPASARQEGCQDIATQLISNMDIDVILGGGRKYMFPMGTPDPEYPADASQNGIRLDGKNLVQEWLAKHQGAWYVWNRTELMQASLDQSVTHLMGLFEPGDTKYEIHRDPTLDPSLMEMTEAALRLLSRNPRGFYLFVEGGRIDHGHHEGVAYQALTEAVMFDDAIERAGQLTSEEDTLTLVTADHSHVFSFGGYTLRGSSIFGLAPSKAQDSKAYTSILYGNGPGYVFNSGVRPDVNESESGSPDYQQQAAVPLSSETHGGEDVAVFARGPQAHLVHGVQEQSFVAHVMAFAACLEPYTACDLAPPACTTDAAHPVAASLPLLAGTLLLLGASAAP
ATG4B inhibitor: ATG4B protease inhibitors, primary screen, biochemical, fluorescence, uHTS; Cysteine protease ATG4B (Homo sapiens), Q9Y4P1; ATG4B cleavage of LC3-PLA2, NBD-HPC fluorescence, 1 h; inhibition, % at 8.33 µM; 340,000 tested, 0.51% active; in the data active = inhibition above about 40%
MPTP inh: mitochondrial permeability transition pore inhibitors, primary screen, biochemical, isolated mouse mitochondria, absorbance; Ca2+ swelling absorbance, 30 min; inhibition, % at 10 µM; 360,000 tested, 1.4% active; AID 602449, 2012;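 active = inhibition of 50% or more, scaled per plate between neutral and stimulator controls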;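 also: 0% = DMSO wells given calcium and 100% = 1 mM EGTA wells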
* = called active by the depositor; i = inactive; nt = not tested or not shown. Compounds as they come. Share with any hit: about 6.7%.

Molecule,SENP8 inh,SENP1 FRET inh,SENP6 inh,GRIN3A LBD mod,PfG6PD inh,hIAP act,ATG4B inhibitor,MPTP inh
COc1ccc(C(C)=O)c(Oc2ccc(S(=O)(=O)N3CCOCC3)cn2)c1,i,-21,-2,-1,1,0.89,3,0.9
CC(C)c1ccc(N(CC(=O)NCCSC(C)(C)C)S(C)(=O)=O)cc1,-2,2,-6,3,-9,0.82,-5,0.4
CC1CCCN(C(=O)c2ccc3c(c2)OCCO3)C1 (configuration not stated),3,2,-9,2,-4,0.93,-2,-1.6
CC(=O)C1CCCN(C(=O)c2ccc3oc(CCc4ccccc4)nc3c2)C1 (configuration not stated),16,1,-12,0,16,1.1,-12,2.6
CC(C)N(C(=O)Cn1cc(S(=O)(=O)CC(=O)NC2CCCCC2)c2ccccc21)C(C)C,14,1,-5,-1,9,1.1,-7,2.0
CCOC(=O)C1CCCN(C(=O)CSc2nnnn2C)C1 (configuration not stated),14,1,-9,5,8,1.1,-2,-0.3
Cc1occc1C(=O)NC1CCCCCC1,8,-2,-15,2,-22,0.99,-3,2.8
CN(Cc1nc(-c2ccc(Cl)cc2)no1)C(=O)c1ccc2c(c1)OCO2,7,-1,-8,5,10,0.99,-7,-1.6
COC(=O)c1nc(NC(=O)c2ccccc2)n[nH]1,9,0,-18,-2,1,0.92,1,-1.1
CCN(C(=O)CSc1nc2cc(S(=O)(=O)N(CC)CC)ccc2o1)C1CCS(=O)(=O)C1 (configuration not stated),5,-1,-4,-5,44,1.2,-5,-2.5
Nc1nnc(C2CCCC2)s1,13,0,-6,1,2,1.2,2,0.8
O=C(N=C1SC2CS(=O)(=O)CC2N1c1cc(Cl)ccc1Cl)C1CC1 (configuration not stated),12,1,-2,2,-7,0.97,-8,-2.5
O=C(O)c1cccc(S(=O)(=O)Nc2ccc(Cc3ccncc3)cc2)c1,26,2,-8,-1,-23,1.3,4,-0.4
CCCN(CCC)C(=O)NC1CC(=O)N(c2ccc(OC)cc2)C1 (configuration not stated),29,1,-12,-8,-19,0.91,7,1.7
O=C(Nc1ccccc1C1CC1)c1cccs1,8,1,-3,-2,-23,0.87,-1,2.0
CSCCC(NC(=O)c1ccccc1Cl)C(=O)N1CCN(c2ccccn2)CC1 (configuration not stated),-18,2,-9,3,6,1.3,-2,0.5
CCC1CCCCN1CCCNC(=O)CNC(=O)Cn1ccc2ccccc2c1=O (configuration not stated),-4,-14,-4,0,-17,0.97,-6,-1.9
CN1CCN(S(=O)(=O)c2cccc(C(=O)N(C)Cc3cccs3)c2)CC1,17,2,-17,0,-2,0.9,-37,-1.3
C/C(=C\c1cc2ccccc2o1)C1Nc2cccc3cccc(c23)N1,-36,2,16,3,15,0.91,6,2.8
CN(C)c1ccc(C2CC(=O)C=C(Nc3ccccc3N)C2)cc1 (configuration not stated),-13,-7,-12,-3,13,0.86,-6,2.1
COc1ccccc1NS(=O)(=O)c1ccc(C)c(C(=O)NCC2(N(C)C)CCCCC2)c1,9,1,-3,0,-5,0.88,-4,0.3
CC(=O)c1c[nH]c(C(=O)NC2CCCCCC2)c1,3,1,-2,-1,-1,0.85,0,-0.1
COc1cccc(C2CC(c3ccccc3OC)n3nc(N)nc3N2)c1 (configuration not stated),-8,-1,-1,0,2,0.98,0,-0.4
O=C(Nc1ccc(Cl)cn1)c1cccc(OCc2ccccc2)c1,13,2,-10,-23,8,0.81,-4,-1.2
COc1cc(OC)cc(-c2nc3nc(C)c(CCC(=O)NCC(OC)OC)c(C)n3n2)c1,7,2,1,1,-1,0.95,-14,2.4
COCCN(C(=O)COC(=O)c1ccc(C=O)cc1)c1c(N)n(Cc2ccccc2)c(=O)[nH]c1=O,-52,0,-5,-1,1,0.98,0,-2.2
COc1ccc(CCNC(=O)CNC(=O)c2ccco2)cc1,7,1,-16,-1,29,0.93,-5,-0.4
CC1CC(=NNC(=O)C2COc3ccccc3O2)CC(C)(C)C1 (configuration not stated),5,3,8,0,6,1.1,-3,1.1
Cc1ccc2c(c1)CCCN2C(=O)c1ccncc1,5,3,-4,0,-5,0.77,9,-2.9
CCC(=O)Nc1ccc(-c2nnc(-c3ccccc3)o2)cc1,i,1,72*,-3,7,1,-11,1.2
CCC(C)NC(=O)C1CCN(S(=O)(=O)N2CCCC2)CC1 (configuration not stated),2,1,-25,2,-1,1.1,3,-1.2
N#CC1(NC(=O)COC(=O)C2=COCCO2)CCCCC1,12,0,-27,0,-5,1.1,1,-1.5
Cc1ccc(-n2c(N)cc(=O)nc2SCC(=O)N2CCN(c3ccccc3)CC2)cc1C,-9,1,7,-5,1,1.3,-2,-0.5
O=C(CN1C(=O)NC2(CCc3ccccc32)C1=O)c1ccc2c(c1)OCCO2 (configuration not stated),9,-9,-6,1,-20,0.86,0,0.4
O=C(Oc1ccccc1)c1ccccc1,2,0,nt,-1,-7,nt,1,0.5
COc1ccc(CCNC(=O)CSc2ccc3nnc(CCNC(=O)c4ccccc4)n3n2)cc1OC,7,3,0,1,-4,0.96,6,-0.7
Cn1ncc2c(Nc3cccc(Cl)c3)nc(Nc3cccc(Cl)c3)nc21,-290,0,-2,31*,55,0.93,8,2.4
Cc1ccc(C(=O)NCC(=O)N2CCCC(C(F)(F)F)C2)s1 (configuration not stated),10,3,5,0,-16,1,6,0.0
Cc1cc(C)nc(NS(=O)(=O)c2ccc(NC(=O)CCCN3C(=O)c4ccccc4C3=O)cc2)n1,12,2,-34,-1,-5,0.92,-9,-0.6
CN(C(=O)CSc1cccc[n+]1[O-])c1ccccc1,11,4,2,3,0,1,-10,-2.6
O=S(=O)(NC1c2cccc3cccc(c23)C1Sc1ncccn1)c1ccc(Cl)cc1 (configuration not stated),4,-1,3,-3,7,0.9,-5,2.4
C[n+]1ccn(CC(=O)c2cccs2)c1,5,3,10,1,-6,0.92,-8,-1.2
CC(C)(C)S(=O)N1Cc2ccc(CO)cc2[C@@H]1CCO (some centres not stated),12,2,nt,1,-3,nt,11,1.1
CCNC(=S)N/N=C/c1ccccc1[N+](=O)[O-],9,0,-4,-2,25,0.94,-10,-0.1
OCCNc1nc(OCC(F)(F)F)nc(N2CCN(C34CC5CC(CC(C5)C3)C4)CC2)n1,8,0,0,2,2,0.93,-14,1.0

Gathered by group: the entries above with a thiophene ring, fused or not (4)
Molecule,SENP8 inh,SENP1 FRET inh,SENP6 inh,GRIN3A LBD mod,PfG6PD inh,hIAP act,ATG4B inhibitor,MPTP inh
O=C(Nc1ccccc1C1CC1)c1cccs1,8,1,-3,-2,-23,0.87,-1,2.0
CN1CCN(S(=O)(=O)c2cccc(C(=O)N(C)Cc3cccs3)c2)CC1,17,2,-17,0,-2,0.9,-37,-1.3
Cc1ccc(C(=O)NCC(=O)N2CCCC(C(F)(F)F)C2)s1 (configuration not stated),10,3,5,0,-16,1,6,0.0
C[n+]1ccn(CC(=O)c2cccs2)c1,5,3,10,1,-6,0.92,-8,-1.2

The results go on:
Molecule,SENP8 inh,SENP1 FRET inh,SENP6 inh,GRIN3A LBD mod,PfG6PD inh,hIAP act,ATG4B inhibitor,MPTP inh
COc1cc(NC(=O)Cn2ccsc2=N)c(C)cc1[N+](=O)[O-],19,3,-4,1,-1,0.9,-6,-1.9
Cc1ccc(-n2c(=S)[nH]c3c(oc4ccccc43)c2=O)cc1C,-9,-2,-10,1,12,1,19,1.3
CCS(=O)CCSC(=N)N (configuration not stated),17,-1,-4,0,-6,1,2,8.2
CCC1c2ccccc2C(=O)C1C(N)=O (configuration not stated),-163,1,nt,1,19,nt,13,0.1
CCOC(=O)c1c(NC(=O)COC(=O)c2ncc(Cl)c(Cl)c2Cl)sc(C(=O)N(C)C)c1C,12,-1,0,3,8,1.1,-1,-0.9
CCN(CC(=O)NC1CCCC1)S(=O)(=O)c1ccc(F)cc1,7,0,-2,-26,-15,0.8,3,-0.9
CN(C)c1ccc(NC(=O)Nc2ccc3c(c2)nnn3C)cc1,-5,-2,-7,1,13,0.96,-8,-0.5
Nc1nnc(Cc2ccc(F)cc2)s1,14,0,-4,-2,-10,1.1,9,0.7
O=C(CN1c2ccccc2Sc2ccccc21)N/N=C/c1ccc([N+](=O)[O-])cc1,32,1,6,32*,0,0.81,-6,5.6
O=C(NCCCO)/C(=C/c1ccc(-c2cccc([N+](=O)[O-])c2)o1)NC(=O)c1ccccc1,34,-1,2,-1,30,1.1,-5,-1.4
CC(=O)Nc1cccc(OCC(=O)NCCC2=CCCCC2)c1,-2,1,3,0,2,0.9,-6,-0.7
CC(C(=O)O)c1ccc2c(c1)[nH]c1ccc(Cl)cc12 (configuration not stated),-5,-1,33,-4,9,1.1,-4,-1.9
CCCOc1cccc(C(=O)NCCNC(=O)c2cnccn2)c1,16,1,-6,-1,-10,1.1,-1,0.8
Cc1onc(-c2ccccc2)c1C(=O)NC(C)c1ccccc1 (configuration not stated),21,2,-5,0,5,1.2,-2,-3.2
COc1ccc(-c2noc(CNC(=O)CCCN3C(=O)[C@H]4CC=CC[C@H]4C3=O)n2)cc1,-23,-54,12,-3,-14,0.94,7,1.3
Clc1cnc(N/N=C/c2cccs2)c(Cl)c1,-36,-8,10,-15,0,0.92,11,7.3
CCN(CC(=O)NCCc1ccccc1)S(=O)(=O)c1ccc(Br)cc1,8,1,-5,2,5,1.1,-7,0.7
CCOC(=O)C1=C(C)OC(N)=C(C#N)C1c1ccc(C)o1 (configuration not stated),-41,-5,-7,-1,-17,0.98,-3,-0.2
NC(=O)CC(NC(=O)Cc1cccc2ccccc12)c1ccc(NCC2CC2)c([N+](=O)[O-])c1 (configuration not stated),21,15,-4,-1,7,1,-4,-2.3
CC1(c2nnc(-c3ccc(F)cc3)o2)CC(c2ccc(F)cc2)=NO1 (configuration not stated),11,1,4,0,2,1,-4,-1.3
C/C(=N\NC(=O)c1ccc(Cl)cc1)c1ccc2[nH]ccc2c1,15,0,-14,-17,9,1.2,-11,0.7
COc1cccc(OCc2cc(C(=O)N3CCN(C(C)=O)CC3)no2)c1,12,0,-4,1,-7,1.1,5,-1.0
O=C(COC(=O)C1CC(=O)N(Cc2ccccc2)C1)Nc1ccc2c(c1)OCO2 (configuration not stated),9,-4,2,1,-9,1.1,-14,-0.1
O=C(CN1C(=O)C2CC=CCC2C1=O)Nc1nnc(C2CC2)s1 (configuration not stated),13,1,-10,0,-21,1,-1,-0.5
COc1ccc(NC(=O)CSc2nnc(Cc3ccc(C)cc3)c(=O)n2N)cc1,23,3,-18,0,2,1.3,9,-1.8
CN(c1ccc(OC(=O)CC2OC(=O)c3ccccc32)cc1)S(=O)(=O)c1ccccc1 (configuration not stated),-1,3,-24,0,8,1.1,34,-2.3
O=C(Nc1cccc(Cl)c1N1CCOCC1)c1cc([N+](=O)[O-])ccc1N1CCOCC1,21,-1,-9,-3,29,1.2,-1,-0.4
